# Source: PubChem BioAssay (National Center for Advancing Translational Sciences (NCATS))
# BAZ2B block: inhibitors of human BAZ2B bromodomain. Potency, µM (highest dose often 114 µM), for the others: at the top dose activity change, negative = inhibition, actives largely listed as inhibitors. 360,000 compounds, 4.4% hits. Q9UIF8. AlphaScreen BAZ2B-H3K14Ac peptide displacement; note: % is set by controls: 0 for no effect and ±100 for the full control effect; nearly all actives have a fitted effect of over 60% in size
#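 Compounds, titrated to a top concentration of 110 uM, were incubated 30 min at room temperature with preformed BAZ2B/acetyl-K14 H3 peptide complex (50 nM each). Proximity signal was measured by AlphaScreen after 20 min with beads.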
# APEX1 inh: APE1 (human) endonuclease inhibition. P27695. recombinant APE1, TAMRA/BHQ-2 abasic DNA cleavage fluorescence. Potency, µM (highest dose often 65.8 µM), inactives show at the highest dose activity change, negative = inhibition, actives largely listed as inhibitors. 350,000 compounds, 0.35% hits. AID 2517;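 note: plate controls were vehicle for no effect and reference inhibitor for full effect; nearly all actives have a fitted effect of over 55% in size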
#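 Incision of a quenched TAMRA/BHQ-2 THF abasic-site duplex (50 nM) by 0.75 nM APE1, after 15 min compound preincubation, measured as fluorescence increase over three 60 s reads. Values normalized to buffer, DMSO and NSC13755 control wells.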
# Pol kappa inh: DNA polymerase kappa (human) inhibition | Q9UBT6 | purified Pol kappa, fluorescent DNA synthesis assay, 10 min | Potency, µM (top dose mostly 107 µM), without a hit: at the top dose activity, negative = inhibition, actives largely listed as inhibitors | 400,000 compounds, 0.53% hits; note: % is set by controls: 0 for no effect and ±100 for the full control effect
#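 Here, compound and 10 nM enzyme are combined for 15 min at room temperature; adding 50 nM substrate (final) starts DNA synthesis, tracked by fluorescence at 0 and 10 min against buffer-only wells.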
# Pol eta inh: blocks human DNA polymerase eta activity; Potency, µM (top dose mostly 114 µM), for inactives: top-dose activity change, negative = inhibition, actives largely listed as inhibitors; Q9Y253; 390,000 compounds, 1.2% hits; recombinant Pol eta, fluorescent DNA replication assay; note: % is set by controls: 0 for no effect and ±100 for the full control effect
#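 Pol eta (10 nM) was preincubated with compounds for 15 min at room temperature, after which fluorescent replication substrate (50 nM final) was added to start the reaction. Fluorescence was read kinetically at 0 and 10 min.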
# BLM inh: inhibitors of human Bloom syndrome helicase BLM; P54132; recombinant BLM DNA unwinding, fluorescence dequenching; Potency, µM (series often up to 56.1 µM), without a hit: at the highest dose activity change, negative = inhibition, most hits filed as inhibitors; 350,000 compounds, 0.2% hits; AID 2528;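 note: plate controls were vehicle for no effect and no enzyme for full effect; nearly all actives have a fitted effect of over 35% in size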
# Anesthetic bind: binds horse apoferritin like a general anesthetic. P02791. apoferritin/1-aminoanthracene competitive binding, fluorescence. Potency, µM (highest dose often 77.5 µM), without a hit: at the top dose activity change, negative = displacement, hits mostly inhibitors. 350,000 compounds, 0.074% hits. AID 485281; note: % is set by controls: 0 for no effect and ±100 for the full control effect; nearly all actives have a fitted effect of over 20% in size
#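 Read-out: endpoint 1-AMA fluorescence, excitation 380 nm and emission 535 nm, after compounds sit 10 min at room temperature with 10 uM horse-spleen apoferritin in 50% saturated 1-AMA/PBS. Values come from four-parameter Hill fits.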
# G9a block: G9a (human) methyltransferase inhibition | 350,000 compounds, 8.8% hits | Potency, µM (highest dose often 102 µM), without a hit: top-dose activity, negative = inhibition, usual class: inhibitors | Q96KQ7 | AID 504332 | G9a H3K9 monomethylation, AlphaScreen, 2 h; note: % is set by controls: 0 for no effect and ±100 for the full control effect; nearly all actives have a fitted effect of over 75% in size
#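 Enzyme 20 nM + cpd, 15 min RT; add b-H3K9 pep 500 nM / SAM 20 uM; 2 h RT; anti-H3K9me1 Ab 0.5 ug/mL + SA donor / anti-rabbit acceptor beads 20 ug/mL each, 10 min; AlphaScreen read.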
# Pol iota inh: blocks human DNA polymerase iota activity | Pol iota fluorescent replication assay, 10 min | Potency, µM (doses to about 115 µM), inactives show at the top dose activity, negative = inhibition, most hits filed as inhibitors | 390,000 compounds, 1% hits | Q9UNA4
#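 Pol iota at 10 nM preincubated 15 min with compounds at room temperature; reaction started with fluorescent substrate, 50 nM final. Fluorescence read kinetically at 0 and 10 min; buffer-only wells as negative control.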
# Pol beta inh: DNA polymerase beta (human) inhibition; P06746; Pol beta primer extension/strand displacement, fluorescence kinetic; Potency, µM (top dose mostly 114 µM), inactives show top-dose activity change, negative = inhibition, actives largely listed as inhibitors; 340,000 compounds, 1.3% hits; note: % is set by controls: 0 for no effect and ±100 for the full control effect
#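 Kinetic readout of DNA synthesis with strand displacement by Pol beta. Compound and 10 nM enzyme sit 15 min at room temperature; 50 nM substrate starts the reaction, read immediately and at 10 min.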
# Starred values were filed as active, the others as inactive; ? = inconclusive; . = not tested or not shown; & = joins results of further samples; [ ] = dose if it differs, or a comment. Calls come from the whole dose curve; as a rule, active = well fitted curve in the direction sought with a large enough effect; inconclusive = small, poorly fitted or top-dose-only effect, or another doubt; inactive = no such curve, though single readings can be large; an effect the other way counts as inactive or inconclusive. Potency is the fitted concentration of half-maximal effect. The list is partial. The share of hits here may be higher or lower than overall.
SMILES,BAZ2B block,APEX1 inh,Pol kappa inh,Pol eta inh,BLM inh,Anesthetic bind,G9a block,Pol iota inh,Pol beta inh
C/C(Cc1ccccc1)=N\NC(=O)CNC(=O)c1ccc(Cl)cc1Cl,-17%,?,-8%,-17%,-1%,?,31%,46%[activator],0%
Nc1nncn1C(=O)c1cccs1,?,-8%,-6%,3%,-1%,-11%,?,?,-2%
C=CCNc1oc(-c2ccc(-c3ccccc3)cc2)nc1C#N,.,-14%&48%,-24%,-16%,.,.,.,36%[activator],.
CCN(CC1CCCO1)C(=O)c1cc(COc2cc(C)c(Cl)c(C)c2)on1 (centres undefined),-2%,3%,0%,-18%,-6%,?,2%[12.7 µM],8%,-9%
COc1ccccc1N1CCN(C(CNS(=O)(=O)c2cccs2)c2cccnc2)CC1 (centres undefined),-6%,1%,-4%,-8%,-2%,-9%,50µM*,-27%,-20%
CC(C)(C)NC(=O)C[C@H]1C[C@H](C(=O)N2CCCCC2)[C@@]2(C)c3[nH]c4ccc(Cl)cc4c3CCN2C1=O,.,-6%,-3%,-16%,.,.,.,-17%,.
C=CCn1c(CCNC(=O)c2ccc(Cl)c(Cl)c2)nnc1SCCOc1ccc(OC)cc1,-38%,-3%,-16%,-17%,-11%,-13%,18%[0.501 µM],13%,32%
Cc1ccccc1-n1c(C)cc(/C=C2\NC(=O)NC2=O)c1C,?,-6%,-9%,-13%,-1%,-5%,?,14%,9%
Cc1cc(O)cc(O)c1C(=O)Cc1cnn(-c2ccccc2)c1,-5%,-3%,2%,-5%,-14%,?,-2%,-6%,-4%
Cc1occc1C(=O)Nc1c(F)c(F)c(F)c(F)c1F,18%,?,-4%,-11%,0%,?,14µM*,?,-7%
Cc1ccccc1C(=O)N1CCC(C(=O)Nc2ccc(C)c(S(=O)(=O)N3CCCCC3)c2)CC1,-1%,-11%,-18%,-13%,.,.,23%[12.7 µM],-7%,.
CN(C)C(=O)COC(=O)c1cccnc1Nc1ccccc1F,0%,0%,-6%,-20%,-8%,-7%,9%[59 µM],15%,19%
COc1ccc(C(=O)NC2CCN(C(=S)Nc3cccc(C)c3C)CC2)cc1,13%,-3%,-2%,-15%,1%,1%,-15%[2.33 µM],28%,-3%
O=C(Nc1nnc(/N=C/c2ccco2)s1)c1ccc(F)cc1,-9%,-5%,-5%,-16%,-1%,-15%,70%[activator][59 µM],?,3%
CC(C(=O)N1CCCCCC1)c1ccc([N+](=O)[O-])cc1 (centres undefined),-12%,-5%,-4%,-11%,-7%,-6%,-24%,-7%,-2%
O=C(NCc1nnc(SCC(=O)N2CCCCC2)o1)c1c(F)cccc1Cl,-6%,34%,5%,-12%,1%,-11%,6%,21%,23%
NC1=NCCN1CC(=O)O,.,-1%,1%[60.1 µM],.,-7%,-5%,-34%[2.33 µM],.,.
Cc1ccc2nc3c(cc(C(=O)NCC4CCCO4)n3C)c(=O)n2c1 (centres undefined),4%,-4%,.,.,-5%,77%[activator],?,.,-13%
COc1ccc(C(=O)Nc2ccccc2C(=O)N2CCOCC2)cc1OC,-1%,-7%,0%,-16%,-2%,5%,-3%,40%[activator],28%
Cn1c(CC(=O)Nc2ccccc2)n[nH]c1=S,-12%,6%,-3%,-7%,-9%,-14%,14%,2%,3%
O=C1CN(C(=O)C2CCCC2)CCN1,3%,2%,-4%,-17%,-2%,-15%,13%[59 µM],-9%,1%
O=c1c2ccccc2c(C=NCc2ccccn2)c(O)n1-c1ccccc1,-5%,3%,4%,-7%,-4%,-9%,11%[59 µM],-10%,2%
CCN(CC)S(=O)(=O)c1ccc(Cl)c(NC(=O)c2ccncc2)c1,-6%,-1%,-3%,-15%,0%,-10%,10%,100%[activator],21%
COc1cc(OC)cc(N2C(=O)CC(N3CCC(C(=O)N4CCCCC4)CC3)C2=O)c1 (centres undefined),-18%,?,-41%,?,1%,-7%,.,?,20µM*
COc1ccc(-c2nc(=S)c3c([nH]2)Oc2ccc(C)cc2C3)cc1O,22%,7%,-19%,?,-9%,-3%,63%[activator][59 µM],11%,-8%
Cc1ccccc1OCCn1cc(C=O)c2ccccc21,15%,55%[activator],-13%,-16%,-6%,-21%,-5%,151%[activator],-1%
COc1ccc(N2C(=O)CC2(C#N)c2ccc(OCc3ccccc3)cc2)cc1 (centres undefined),3%,3%,-4%,-7%,-7%,61%[activator],-7%[59 µM],-22%,19%
COc1ccc(Cl)cc1NC(=O)CSc1sc2c(O)cc(=O)[nH]c2c1C#N,-31%,24%,?,25µM*,-10%,-19%,?,25µM*,-14%
Cc1ccc(S(=O)(=O)N2CCN(c3ccc(C(=O)N4CCOCC4)cc3[N+](=O)[O-])CC2)cc1,-36%,3%,-11%,-11%,1%,-10%,-16%[59 µM],-17%,30%
COc1ccccc1CNC(=O)CCCn1nc(C)c2c(C)n(-c3ccc(C)cc3)nc2c1=O,-11%&-18%,35%,11%&-14%,-6%&-13%,0%&1%,-1%&-2%,?,-15%&3%,10%&26%
Cc1cc2ccccc2c(=O)n1CC(=O)NCC1COc2ccccc2O1 (centres undefined),10%,-2%,-10%,9%,1%,-11%,21%[2.33 µM],14%,30%
Cc1cccc(N=N/C(=C\O)C(=O)c2cccs2)c1,11µM*,16%,0%,-18%,-7%,-21%,28µM*,9%,-3%
COc1ccc(OC)c(NC(=O)COC(=O)/C=C/c2ccc(Cl)cc2)c1,-3%,-8%,0%,-17%,3%,-4%,11%[59 µM],26%,82%
CCOC(=O)c1c(S(=O)(=O)NCC(=O)Nc2ccccc2)c(C)n(C)c1C,-21%,21%,11%,-7%,-1%,-4%,23%,22%,17%
COc1ccccc1Nc1nc(Cl)nc(Nc2ccccc2OC)n1,1%,-3%,-3%,-24%,-11%,-7%,2%[59 µM],107%[activator],-8%
Cc1occc1-c1nnc(SCC(=O)Nc2ccccc2N2CCCCC2)n1C,-37%,20%,-9%,-4%,-1%,-15%,?,-1%,23%
O=C(CN1C(=O)C(=O)N(Cc2ccco2)C1=O)c1c[nH]c2ccccc12,-12%,1%,?,?,-5%,-5%,50µM*,?,4%
COc1ccccc1CNC(=O)CCC(=O)N1CC2CCCN2c2ccccc21 (centres undefined),-32%,.,0%,14%,1%,6%,-25%[59 µM],-17%,26%
CCN(CC)CCNC(=O)C1(O)c2cc(Br)ccc2NC(=O)N1c1ccccc1 (centres undefined),-15%,27%,-14%,-6%,1%,16%,8%,?,2%
COc1ccccc1C(=O)NC(=O)COC(=O)Cc1ccc(F)cc1,8%,-2%,-8%,-13%,.,.,-4%[12.7 µM],-26%,.

# Rewritten with two lines to a compound: part of the list above.
# Results follow in this order: BAZ2B block, APEX1 inh, Pol kappa inh, Pol eta inh, BLM inh, Anesthetic bind, G9a block, Pol iota inh, Pol beta inh
- CCN(CC)CCNC(=O)C1(O)c2cc(Br)ccc2NC(=O)N1c1ccccc1 (centres undefined)
  -15%, 27%, -14%, -6%, 1%, 16%, 8%, ?, 2%
- COc1ccc(OC)c(NC(=O)COC(=O)/C=C/c2ccc(Cl)cc2)c1
  -3%, -8%, 0%, -17%, 3%, -4%, 11%[59 µM], 26%, 82%

# Other records:
SMILES,BAZ2B block,APEX1 inh,Pol kappa inh,Pol eta inh,BLM inh,Anesthetic bind,G9a block,Pol iota inh,Pol beta inh
CC(CNC(=O)CN1C(=O)COc2ccc(S(=O)(=O)N3CCCCC3)cc21)c1ccccc1 (centres undefined),17%&-12%,-19%,-15%&-14%,2%&-20%,0%&-2%,-8%&-20%,-8%[59 µM],-11%&16%,?
CCN1CCN(C(=O)c2ccc(Cl)c(S(=O)(=O)N3CCCCC3)c2)CC1,-6%,7%,-4%,-12%,-2%,-5%,?,-1%,-24%
COc1ccc(CNC(=O)CC2C[C@H](C(=O)N3CCCCC3)[C@@]3(C)c4[nH]c5ccccc5c4CCN3C2=O)cc1OC (some centres undefined),.,-11%,-23%,-10%,.,.,.,33%[activator],.
CC(=O)Nc1cc(C(=O)CSc2nnc(C3CC3)n2C2CC2)ccc1O,?,-1%,35µM*,11µM*,.,.,23%[12.7 µM],8.9µM*,.
CCN(CC)CCOc1ccc2nc(N(C)C)sc2c1,-31%,-5%,-23%[60.1 µM],8%,-9%&-5%,-15%,-38%[59 µM],?,18%
Cc1cc(C)c2oc(-c3ccc(NC(=O)c4cc(Br)ccc4Cl)cc3)nc2c1,-5%,.,0%,-1%,-8%,-16%,-7%[59 µM],?,-9%
Clc1ccc(-c2nnc(Sc3nc4ccccc4o3)c3ccccc23)cc1,-27%,18%,-6%,3%,-4%,-9%,5%[0.0925 µM],-17%,-2%
CN(C)CCCNc1ncnc2oc(-c3ccccc3)c(-c3ccccc3)c12,-15%,13%,-11%,-11%,31%[activator],2%,21%,146%[activator],-12%
COc1ccc(CCC(=O)N2CCCC(Nc3ccc(OC)cc3)C2)cc1 (centres undefined),?,39%,16%,-9%,-2%,2%,40µM*,51%[activator],8%
C=CCNC(=S)N/N=C(\C)c1cccc(OC)c1,-34%,2%,-8%,-13%,-3%,-12%,29%[59 µM],2%,10%
CC(C)CN(C(=O)c1cc(Cl)nc2ccccc12)c1c(N)n(Cc2ccccc2)c(=O)[nH]c1=O,-1%,44%,0%,-13%,.,.,-48%,10%,.
CN(C)CCCN(C(=O)COc1ccc(Cl)cc1)c1nc2cc3c(cc2s1)OCO3,?,-3%,-13%,-3%,-3%,-18%,71µM*,25%,-27%
COC(=O)C1CCCCN1C(=O)c1cc(COc2cccc3cccnc23)on1 (centres undefined),-19%,2%,-6%,1%,-5%,-23%,11%[12.7 µM],4%,0%
COc1ccccc1NS(=O)(=O)c1ccc(C(=O)NCCCN2CCCC2=O)cc1,9%,-13%,4%,4%,.,.,9%[12.7 µM],-21%,.
COc1ccc(S(=O)(=O)Nc2ccc3c(c2)sc(=O)n3C)cc1Cl,-9%,.,-8%[60.1 µM],-22%,-1%,56%[activator],-24%[59 µM],-4%,-6%
CN(C)/C=C/C(=O)c1ccc2noc(-c3cccc(F)c3)c2c1,-31%,-12%,4%,-26%,1%,3%,-9%[12.7 µM],-15%,21%
